Assay outcomes deposited in PubChem by National Center for Advancing Translational Sciences (NCATS).
Vif-A3G inh: blocks the Vif interaction with human APOBEC3G; Q9HC16; HeLa A3G-eYFP + Vif (tagged APOBEC3G with the HIV-1 protein that degrades it), YFP fluorescence, overnight; Potency, µM (titrated, usually from 46.1 µM), inactives show top-dose activity, negative = active, usual class: inhibitors; hit rate 0.076% among 410,000;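 also: potency is read from the fitted curve at half-maximal effect; % is scaled to controls: 0 for no effect and ±100 for the full control effect; nearly all actives have a fitted effect of over 60% in size; hits raise eYFP signal because A3G escapes Vif-driven loss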
Target sequence (Q9HC16 whole entry, looked up): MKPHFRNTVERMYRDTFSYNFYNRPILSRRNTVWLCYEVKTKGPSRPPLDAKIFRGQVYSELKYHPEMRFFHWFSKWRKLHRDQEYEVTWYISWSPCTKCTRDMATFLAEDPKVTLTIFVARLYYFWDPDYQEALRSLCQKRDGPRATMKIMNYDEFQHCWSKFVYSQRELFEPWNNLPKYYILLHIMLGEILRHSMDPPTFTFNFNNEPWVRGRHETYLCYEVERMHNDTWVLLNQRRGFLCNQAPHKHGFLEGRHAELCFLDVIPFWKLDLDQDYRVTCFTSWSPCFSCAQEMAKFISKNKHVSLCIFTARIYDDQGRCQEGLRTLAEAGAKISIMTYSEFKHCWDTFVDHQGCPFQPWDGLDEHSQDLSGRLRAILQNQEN
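Read-out is eYFP fluorescence (Ex 488/Em 500-530) from Vif-expressing HeLa A3G-eYFP cells; more signal means A3G escaped Vif-mediated degradation. Cells plated overnight, compound pinned in, incubated overnight at 37 deg C.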
D2 potentiator: positively modulates the human D2 dopamine receptor allosterically. P14416. potentiation, % at 10 µM. hit rate 0.34% among 340,000. HEK293 T-REx D2, calcium flux, EC20 dopamine potentiation;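 active = potentiation over 3 SD above the plate norm, cut at about 30% in these data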; also: 0% is about no effect
Target sequence (P14416 whole entry, looked up): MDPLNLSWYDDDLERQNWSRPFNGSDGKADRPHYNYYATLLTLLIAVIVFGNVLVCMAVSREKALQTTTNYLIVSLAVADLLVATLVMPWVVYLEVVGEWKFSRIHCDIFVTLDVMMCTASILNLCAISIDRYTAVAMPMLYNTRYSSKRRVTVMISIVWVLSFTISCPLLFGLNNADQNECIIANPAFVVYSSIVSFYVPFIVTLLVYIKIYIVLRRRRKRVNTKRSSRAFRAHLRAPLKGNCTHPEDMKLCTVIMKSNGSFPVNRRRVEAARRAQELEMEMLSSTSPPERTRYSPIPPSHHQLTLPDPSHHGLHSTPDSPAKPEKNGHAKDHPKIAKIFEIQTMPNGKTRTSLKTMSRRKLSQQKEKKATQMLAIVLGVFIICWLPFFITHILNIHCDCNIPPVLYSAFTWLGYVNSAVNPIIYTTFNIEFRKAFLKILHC
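Calcium flux readout, no-wash dye, 1 read/s. Inducible HEK293 Trex D2 line, overnight 30 C. Compound alone 180 s (agonist flags), then EC20 dopamine, another 180 s to score potentiation.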
GRP78 ERSR act: ER stress response induction in glioma | hit rate 0.02% among 420,000 | U87-MG GRP78 promoter luciferase reporter, 16 h | Potency, µM, for inactives: at the top dose activation, actives largely listed as activators | AID 602332; also: potency is read from the fitted curve at half-maximal effect; series mostly up to about 76 µM; % of control where 0% means no effect; nearly all actives have a fitted effect of over 35% in size
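Stably transfected U87-MG glioma cells carrying a GRP78-based luciferase sensor; 16 h compound incubation. Luminescence end-point read 10 min after Bright-Glo addition at room temperature.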
D1 PAM: enhances dopamine response at the human D1 receptor. hit rate 0.036% among 360,000. potentiation, % at 10 µM. HEK293 TREx D1 cells, calcium flux, dopamine EC20 potentiation. P21728; in the data active = potentiation above about 30%; also: 0% is about no effect
RXFP1 antag: blocks the human relaxin receptor RXFP1 | hit rate 0.59% among 350,000 | AID 1259400 | Q9HBX9 | activity change, negative = inhibition, % at 57.5 µM | HEK293-RXFP1, relaxin-stimulated cAMP HTRF, 30 min; stronger effect = lower value;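 active = activity change of -60% or lower, but not beyond a set lower limit; inconclusive = change between -60% and -40%, or beyond the set limit; inactive = change above -40%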; also: % is scaled to controls: 0 for no effect and ±100 for the full control effect
D1 ag: human D1 receptor agonism | hit rate 1% among 360,000 | HEK293 T-REx D1 cells, calcium flux, agonist mode | activation, % at 2 µM; in the data active = activation above about 30%; also: 0% is about no effect
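Tetracycline-induced HEK293 TREx D1 cells, force-coupled to calcium signalling, were dye-loaded with a no-wash calcium kit. Compound was pin-added after a 10 s baseline. Fluorescence was read kinetically at 1 cycle/s for 180 s, with calcium rises flagged as agonism.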
Vif-APOBEC3F blk: blocks the Vif interaction with APOBEC3F; hit rate 0.2% among 390,000; AID 602313; HeLa A3F-eYFP + Vif (tagged APOBEC3F with the HIV-1 protein that degrades it), YFP fluorescence increase; Potency, µM (top dose mostly 46.1 µM), for inactives: at the highest dose activity, negative = active; also: potency is read from the fitted curve at half-maximal effect; % of control where 0% means no effect; nearly all actives have a fitted effect of over 65% in size
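HeLa cells stably expressing A3F-eYFP plus Vif, plated and incubated overnight at 37 deg C, then exposed to compounds overnight at 37 deg C. Blocked degradation read as raised yellow fluorescence (Ex 488/Em 500-530).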
D1 antagonist: blocks dopamine activation of the human D1 receptor; P21728; HEK293 TREx D1 cells, calcium flux, dopamine EC80; stronger effect = lower value; activity change, negative = inhibition, % at 10 µM; hit rate 3.2% among 360,000; AID 504652; in the data active = activity change below about -30%; also: % is scaled to controls: 0 for no effect and ±100 for the full control effect
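Kinetic fluorescence of a calcium dye serves as the read-out. D1-expressing Hek293 Trex cells, induced overnight at 30 C, are exposed to compound for 180 s before an EC80 dopamine addition, then read 180 s further.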
RXFP1 ag: agonists of human relaxin receptor RXFP1. Q9HBX9. hit rate 0.3% among 370,000. HEK293T-RXFP1 cAMP TR-FRET, 30 min; response scale: percent of porcine relaxin response, buffer zero. Potency, µM (doses to about 57.5 µM), for the others: at the highest dose activation, hits mostly activators; also: potency is read from the fitted curve at half-maximal effect; % is scaled to controls: 0 for no effect and ±100 for the full control effect; nearly all actives have a fitted effect of over 60% in size; many of its hits are not listed in these tables
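HEK293T cells stably expressing RXFP1 were pretreated with the PDE4 inhibitor Ro 20174, exposed to compounds for 30 min at 37C, lysed, and cAMP was read by TR-FRET. Data normalized to buffer (basal) and 29 nM porcine relaxin (100%).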
The depositor's hits bear a star; ? = inconclusive; nt = no result given; & = joins results of further samples. Unless noted, calls follow the shape of the dose curve; as a rule, active = well fitted curve in the direction sought with a large enough effect; inconclusive = small, poorly fitted or top-dose-only effect, or another doubt; inactive = no such curve, though single readings can be large; an effect the other way counts as inactive or inconclusive. This is a subset; the hit share may differ from the screen's.

SMILES	Vif-A3G inh	D2 potentiator	GRP78 ERSR act	D1 PAM	RXFP1 antag	D1 ag	Vif-APOBEC3F blk	D1 antagonist	RXFP1 ag
CCc1ccc(NC(=O)CSc2nccn2-c2ccc(F)cc2)cc1	-5%	-20	0%	5	10	-1	-1%	-2	-0.4%
O=c1c2ccc(Cl)cc2[nH]c(=S)n1CCCN1CCOCC1	-1%	-20	9%	3	3	1	-8%	4	1.1%
Cc1ccc(-n2nnnc2CNC(=O)c2ccc(F)cc2)cc1C	6%	-7	-2%	-2	-8	-1	4%	0	2.3%
O=[N+]([O-])c1ccc(N2CCN(Cc3ccccc3)CC2)s1	0%	10	-9%	-6	2	3	?	2	0.0%
CCCCNC(=O)C1CCCN(S(=O)(=O)c2ccc(S(=O)(=O)NCC(C)C)cc2)C1 (stereo not given)	2%	-11	-1%	-3	-7	1	-7%	nt	2.3%
COc1ccc(/C=C/C(=O)NC2CCCCC2C)cc1 (stereo not given)	2%	5	4%	-2	-1	1	7%	-17	-3.2%
COc1ccc(CN2CCNC(=O)C2CC(=O)NCCc2nc(C)c(C)s2)cc1C (stereo not given)	-1%	nt	-3%	-11	-21	2	-6%	3	0.1%
CCC1(c2ccc(F)cc2)NC(=O)N(CC(=O)Nc2ccc(C(N)=O)cc2)C1=O (stereo not given)	1%	-5	-4%	-1	-36	0	8%	-2	1.0%
O=C(NCC(c1ccco1)N1CCc2ccccc2C1)c1cccc(F)c1 (stereo not given)	-6%	nt	-3%	-3	7	0	3%	-22	1.0%
CC1C/C(=C/c2cccs2)C(=O)/C(=C/c2cccs2)C1 (stereo not given)	?	-4	0%	-8	-18	7	?	-5	0.1%
C=CCCN(C(CC(C)C)C(=O)OC)S(=O)(=O)c1ccccc1Br (stereo not given)	-2%&-3%	10	-4%&0%	-7	nt	2	3%	7	-0.5%
Cc1ccc(-c2cc(=O)[nH]c(NCc3ccccc3)n2)cc1	-6%	nt	1%	nt	15	nt	-1%	nt	nt
Cc1ccc(/C=N/NC(=O)C(c2ccncc2)N2CCOCC2)cc1 (stereo not given)	2%	-25	-4%	5	4	1	2%	0	-1.5%
CCOC(=O)/C(C#N)=C/c1ccc(N2CCN(Cc3ccccc3)CC2)cc1	-1%	-1	-3%	-1	-9	47*	2%	-9	0.8%
CCN(c1ccccc1)S(=O)(=O)c1ccc(Cl)c(NC(=O)COC(=O)c2ccc(O)cc2)c1	-5%	10	-4%	-4	-6	8	-7%	-4	-2.1%
Cc1cc(=O)[nH]c(SCC(=O)Nc2ccc(S(=O)(=O)N3CCOCC3)cc2)n1	2%	27	-3%	0	5	3	-5%	-6	1.4%
COC(=O)N1CC(=O)N(OC)C1c1ccc(Cl)cc1Cl (stereo not given)	-5%	-9	-5%	-6	-3	3	-2%	16	-2.4%
O=C(Nc1ccccc1)O/N=C/c1ccncc1	-1%	5	?	-1	2	0	0%	-12	-0.8%
COCCCNC(=S)Nc1c(C)cc(C)cc1C	-8%	nt	-9%	5	-9	1	0%	-20	-6.4%
CC1=C(C(=O)NCc2ccccc2C)C2(CCCCC2)OC1=O	-2%	-1	0%	2	nt	14	-11%	-23	-1.6%
O=C(NCc1ccncc1)C1COc2ccccc2O1 (stereo not given)	0%	11	-2%	1	10	5	6%	-7	2.3%
COc1ccc(C(C)=O)cc1CN1C(=O)NC2(CCCCC2)C1=O	-4%	-1	-2%	3	-29	5	-4%	-3	0.4%
COc1cc(CN2C(=S)NC(C)(C)CC2(C)O)cc(OC)c1 (stereo not given)	1%	15	2%	-3	-2	1	-10%	3	1.2%
Cc1ccc(C)c(Cn2nnc3c(=O)[nH]c(C(=O)NCc4ccco4)nc32)c1	-2%	6	0%	1	-13	2	10%	6	-0.4%
Cc1ccc(Cl)cc1NC(=O)C1CCCN(S(=O)(=O)c2cccc3cccnc23)C1 (stereo not given)	-1%	-6	0%	-1	3	2	2%	-6	5.9%

Ordered by SMILES length (lowest first): part of the list above
SMILES	Vif-A3G inh	D2 potentiator	GRP78 ERSR act	D1 PAM	RXFP1 antag	D1 ag	Vif-APOBEC3F blk	D1 antagonist	RXFP1 ag
C=CCCN(C(CC(C)C)C(=O)OC)S(=O)(=O)c1ccccc1Br (stereo not given)	-2%&-3%	10	-4%&0%	-7	nt	2	3%	7	-0.5%
COc1ccc(CN2CCNC(=O)C2CC(=O)NCCc2nc(C)c(C)s2)cc1C (stereo not given)	-1%	nt	-3%	-11	-21	2	-6%	3	0.1%
Cc1ccc(C)c(Cn2nnc3c(=O)[nH]c(C(=O)NCc4ccco4)nc32)c1	-2%	6	0%	1	-13	2	10%	6	-0.4%

The list goes on.
SMILES	Vif-A3G inh	D2 potentiator	GRP78 ERSR act	D1 PAM	RXFP1 antag	D1 ag	Vif-APOBEC3F blk	D1 antagonist	RXFP1 ag
Cc1cn(C2CCC(CO)O2)c(=O)[nH]c1=O (stereo not given)	2%	-7	0%&-2%	-8	3	3	-17%	-17	-2.2%
CCOC(=O)C(C(C)=O)C(c1ccc(OC)cc1)C(C(C)=O)C(=O)OCC (stereo not given)	0%	3	-4%	0	-5	3	-3%	-11	0.1%
CCOCCCNC(=O)c1cn(CC)c2ccc(S(=O)(=O)N3CCC(C)CC3)cc2c1=O	1%	-11	0%	1	1	2	-4%	-34*	2.5%
Cc1nc(C)c(C(=O)Nc2nc3c(C)cccc3s2)o1	-3%	5	-9%	-1	-13	-1	-2%	2	-2.4%
Fc1ccc(C2NCCn3cccc32)cc1 (stereo not given)	1%	6	-4%	2	-5	2	nt	13	1.2%
COc1cccc(NC(=O)c2ccc(-n3cnnn3)cc2)c1	-3%	0	2%	-2	-4	2	1%	-2	10%
O=C(CCCN1C(=O)c2ccccc2C1=O)NCCCn1ccnc1	7%	0	-5%	6	1	-1	-35%	-5	1.0%
Clc1ccc(C(c2nnnn2C2CCCC2)N2CCN(Cc3ccncc3)CC2)cc1 (stereo not given)	-5%	14	0%	-3	8	0	1%	12	-0.1%
O=S1(=O)CC(N2CCCCC2)C1CN1CCCCC1 (stereo not given)	0%	nt	-3%	nt	0	nt	-5%	nt	nt
CN(c1ccccc1)S(=O)(=O)c1ccc(NC(=O)c2nc(S(C)(=O)=O)ncc2Cl)cc1	?	8&-19	-16%&-11%	-10&-3	?	2&1	-4%&2%	-47*	3.8%&1.5%
Cc1ccc(S(=O)(=O)N/N=C/c2cccc3c2OCCO3)cc1	1%	11	-4%	1	16	1	2%	-3	-1.1%
COc1ccc(CN2C(=O)c3ccccc3C(/C=N\OCc3ccc(C)cc3)C2=O)cc1 (stereo not given)	-4%	-6	1%	-4	-19	8	1%	13	3.0%
O=C1SC(Cc2ccccc2)C(=O)N1c1ccccc1 (stereo not given)	1%	1	-5%	-5	13	1	10%	-4	2.9%
COc1cccc(NC(=O)CN(C)C(=O)c2cc(S(=O)(=O)Nc3ccccc3OC)ccc2C)c1	3%	nt	-1%	nt	8	nt	2%	nt	nt
COC(=O)c1cc(NC(=O)CN2CCC(C(N)=O)(N3CCCCC3)CC2)cc(C(=O)OC)c1	0%	-1	-3%	-1	-9	4	-7%	10	1.4%
CCOC(=O)N1CCN(C(=O)c2ccc3c(c2)N(Cc2cccc(Cl)c2)C(=O)c2ccccc2S3=O)CC1 (stereo not given)	-5%&-11%	-2&19	-4%&-2%	-3&2	4&-1	1&3	-2%&2%	10&7	0.0%&2.0%
S=c1[nH]nc(-c2ccco2)n1/N=C/c1ccccn1	nt	5	nt	3	nt	-2	nt	nt	0.0%
COC(=O)[C@@H]1C[C@@]2(O)[C@@H](O)[C@@H](O)[C@@H](O)C[C@H]2N1Cc1ccc(Cl)cc1	1%	12	2%	2	nt	6	10%	-11	-6.8%
O=C1N(O)C2(C=CCCC2)/C(=N\O)C12CCCCC2 (stereo not given)	4%	11	-3%	1	7	1	2%	3	1.0%
Cc1cc(S(=O)(=O)NC2CCN(Cc3ccccc3)CC2)c(C)cc1Cl	2%	-10	-6%	-4	9	3	-6%	4	4.1%
COCCN(CC(=O)NCC1CCCO1)C(=O)CCC(=O)Nc1cc(C)ccn1 (stereo not given)	4%	7	-1%	-4	8	2	-20%	-37*	-0.6%
Cc1ccc(/C=C/C(=O)NCc2ccncc2)cc1	0%	-4	1%	2	-24	1	3%	20	-4.4%
Cc1ccc(-n2c(=O)c3c4c(sc3n(Cc3cc(=O)n5ccccc5n3)c2=O)CCC4)cc1C	1%&2%	0&-13	-1%&-6%	4&2	-9&-3	1&1	-1%&0%	22&7	6.3%&3.2%
O=C(Nc1ccc(F)cc1F)C1CC(=O)N(Cc2ccccc2)C1 (stereo not given)	1%	6	-2%	nt	4	6	1%	24	0.2%
CCCCOc1ccc(C(=O)NCC(=O)N2CC=C(c3ccccc3)CC2)cc1	1%	nt	-6%	6	-8	2	-5%	0	0.4%
Following part:
SMILES	Vif-A3G inh	D2 potentiator	GRP78 ERSR act	D1 PAM	RXFP1 antag	D1 ag	Vif-APOBEC3F blk	D1 antagonist	RXFP1 ag
Nc1[nH]c(=O)[nH]c(=O)c1N=Cc1ccccc1	-3%	nt	-5%	nt	4	nt	12%	nt	nt
C=C1CCC[C@]2(C)C[C@H]3OC(=O)C(CN(C)CC(OC)OC)[C@H]3CC12 (stereo not given in full)	-17%	-5	-9%	12	-12	2	-1%	-5	0.0%
Cn1c(=O)c(Nc2ccc(O)cc2)c2c3c(cccc31)C(=O)c1ccccc1-2	0%	2	-6%	-5	-2	7	-12%	1	1.3%
CC(C)CC(=O)NC(=S)Nc1cccc2nsnc12	-7%	-7	0%	11	-70*	2	-4%	-1	5.4%
CCCCN1C(=O)CC2CCOC21C (stereo not given)	0%	nt	-3%	nt	3	nt	0%	nt	nt
CCn1c(N2CCN(C(=S)NCC(C)C)CC2)nc2ccccc21	-3%	2	1%	-3	2	5	1%	-3	1.1%
COc1ccc(/C=C(/NC(=O)c2ccccc2)C(=O)NCCCn2ccnc2)cc1OC	3%	2	-2%	-2	10	7	-8%	14	1.3%
Cc1ccc(C(=O)CCC(=O)Nc2ccc(C)cc2C)cc1	1%	13	0%	-5	-16	1	4%	-14	1.6%
Cc1nnc(SCC(=O)NNC(=O)C(C)C)[nH]c1=O	1%	12	-2%	-2	-5	1	-26%	16	0.1%
CCc1ccccc1NC(=O)Cn1nnc(-c2cccs2)n1	0%	5	0%	6	4	4	1%	5	-0.9%
